Screening results from PubChem.
RXFP1 ag: agonists of human relaxin receptor RXFP1. Q9HBX9. Potency, µM (top dose mostly 57.5 µM), for the others: top-dose activation, actives largely listed as activators. 370,000 compounds, 0.3% hits. HEK293T-RXFP1 cAMP TR-FRET, 30 min; response scale: percent of porcine relaxin response, buffer zero; active = well fitted activation curve with a large enough effect; inconclusive = small, poorly fitted or top-dose-only effect; also: potency is read from the fitted curve at half-maximal effect; % is scaled to controls: 0 for no effect and ±100 for the full control effect; nearly all actives have a fitted effect of over 60% in size; many of its hits are not listed in these tables
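HEK293T cells stably expressing RXFP1 were pretreated with the PDE4 inhibitor Ro 20174, exposed to compounds for 30 min at 37C, lysed, and cAMP was read by TR-FRET. Data normalized to buffer (basal) and 29 nM porcine relaxin (100%).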
D2 agonist: activates the human D2 dopamine receptor; P14416; activation, % at 2 µM; 340,000 compounds, 0.53% hits; HEK293 T-REx D2 cells, calcium flux agonist mode;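 active = activation over 3 SD above normal in the single-dose calcium agonist read, cut at about 30% in these data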; also: 0% is about no effect
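In this primary screen, compounds producing a positive calcium signal within 180 s of addition to tetracycline-induced, force-coupled HEK293 Trex D2 cells are flagged; cells are dye-loaded with a no-wash calcium kit beforehand.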
RXFP1 antag: RXFP1 (human) relaxin receptor antagonism. Q9HBX9. HEK293-RXFP1, relaxin-stimulated cAMP HTRF, 30 min; hits give low values. activity change, negative = inhibition, % at 57.5 µM. 350,000 compounds, 0.59% hits. AID 1259400;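 active = activity change of -60% or lower, but not beyond a set lower limit; inconclusive = change between -60% and -40%, or beyond the set limit; inactive = change above -40%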; also: % is scaled to controls: 0 for no effect and ±100 for the full control effect
D2 antag: D2 dopamine receptor (human) antagonism; P14416; HEK293 TREx D2 cells, calcium flux, dopamine EC80; inhibition, % at 10 µM; 340,000 compounds, 2% hits; in the data active = inhibition above about 30%; also: 0% is about no effect
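Cells plated overnight at 30 C with tetracycline; no-wash calcium dye, 30–90 min RT; 10 s baseline; compound pinned; 180 s read; EC80 dopamine added; another 180 s read.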
D1 potentiator: human D1 dopamine receptor positive modulation; AID 504651; potentiation, % at 10 µM; HEK293 TREx D1 cells, calcium flux, dopamine EC20 potentiation; 360,000 compounds, 0.036% hits; in the data active = potentiation above about 30%; also: 0% is about no effect
Target sequence (P21728 whole entry, looked up): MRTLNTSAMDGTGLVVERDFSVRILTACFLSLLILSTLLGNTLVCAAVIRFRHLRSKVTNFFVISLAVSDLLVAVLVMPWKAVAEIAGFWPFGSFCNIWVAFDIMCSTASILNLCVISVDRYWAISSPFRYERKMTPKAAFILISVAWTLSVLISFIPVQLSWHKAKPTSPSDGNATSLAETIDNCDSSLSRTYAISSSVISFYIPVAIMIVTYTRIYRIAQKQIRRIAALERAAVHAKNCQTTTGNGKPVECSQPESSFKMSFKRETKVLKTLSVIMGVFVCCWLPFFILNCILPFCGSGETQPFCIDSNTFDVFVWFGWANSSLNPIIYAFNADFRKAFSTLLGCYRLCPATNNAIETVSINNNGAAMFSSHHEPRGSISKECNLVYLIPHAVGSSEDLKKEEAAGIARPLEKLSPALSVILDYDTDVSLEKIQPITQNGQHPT
D1 ag: human D1 receptor agonism; P21728; HEK293 T-REx D1 cells, calcium flux, agonist mode; activation, % at 2 µM; 360,000 compounds, 1% hits; AID 504660; in the data active = activation above about 30%; also: 0% is about no effect
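Inducible HEK293 T-REx D1 cells, force-coupled to calcium signalling, were plated at 4000 cells/well with tetracycline and held overnight at 30 C. After no-wash calcium dye loading, compound-evoked calcium rise over 180 s flagged agonists.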
TRHR enhancer: TRH receptor (human) allosteric enhancement; TRHR cells, fluo-8 calcium fluorescence, EC20 TRH enhancement; enhancement, % at 2 µM; 360,000 compounds, 0.66% hits; AID 493056; in the data active = enhancement above about 30%; also: 0% is about no effect
Target sequence (P34981 whole entry, looked up): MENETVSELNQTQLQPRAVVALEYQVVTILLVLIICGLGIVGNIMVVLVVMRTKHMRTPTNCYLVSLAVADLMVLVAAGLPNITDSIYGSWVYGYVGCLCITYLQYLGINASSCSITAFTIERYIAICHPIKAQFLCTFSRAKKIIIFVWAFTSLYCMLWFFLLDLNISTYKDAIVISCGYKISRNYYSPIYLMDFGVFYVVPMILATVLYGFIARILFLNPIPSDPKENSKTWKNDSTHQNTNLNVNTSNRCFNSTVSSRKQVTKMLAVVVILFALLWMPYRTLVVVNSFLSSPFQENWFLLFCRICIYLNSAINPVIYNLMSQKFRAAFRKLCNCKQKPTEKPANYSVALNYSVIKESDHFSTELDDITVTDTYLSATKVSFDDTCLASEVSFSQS
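Enhancer read-out: after compound pinning and an initial kinetic agonist-mode read, an EC20 of TRH (10 nM final) was injected and fluo-8 calcium signal (Ex 480/Em 530) followed at 1 s/cycle for 100 cycles in TRHR-expressing cells.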
D2 PAM: D2 dopamine receptor (human) potentiation | 340,000 compounds, 0.34% hits | HEK293 T-REx D2, calcium flux, EC20 dopamine potentiation | P14416 | potentiation, % at 10 µM;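 active = potentiation over 3 SD above the plate norm, cut at about 30% in these data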; also: 0% is about no effect
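Potentiation of an EC20 dopamine calcium response measured kinetically over 180 s, after a preceding 180 s compound-only read flagging agonists. Cells: inducible Hek293 Trex D2 line, 4000/well, cultured overnight at 30 C before dye loading.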
D1 antag: blocks dopamine activation of the human D1 receptor | activity change, negative = inhibition, % at 10 µM | P21728 | 360,000 compounds, 3.2% hits | HEK293 TREx D1 cells, calcium flux, dopamine EC80; hits give low values; in the data active = activity change below about -30%; also: % is scaled to controls: 0 for no effect and ±100 for the full control effect
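After overnight tetracycline induction at 30 C, force-coupled D1 HEK293 cells took up a no-wash calcium dye at room temperature. Compounds were added and monitored 180 s, and the response to EC80 dopamine was then recorded.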
The depositor's hits bear a star; ? = inconclusive; / = not tested or not shown.

SMILES	RXFP1 ag	D2 agonist	RXFP1 antag	D2 antag	D1 potentiator	D1 ag	TRHR enhancer	D2 PAM	D1 antag
CNCCOc1ccccc1OC(C)C	0.2%	/	-5	/	-5	1	-1	-20	-13
COc1ccc(C2CC(=O)C3=C(C2)NC(C)=C(C#N)C3c2ccc(N(C)C)cc2)cc1 (stereo not drawn)	3.9%	0.7	3	-19	-3	15	-2	-3	-10
CCCCOC(=O)NC(NCC(O)c1ccccc1)(C(F)(F)F)C(F)(F)F (stereo not drawn)	0.0%	3.4	11	-7	-3	1	-3	4	-7
Cc1ccc(NC(=O)CSc2nc3c(oc4ccccc43)c(=O)n2Cc2ccco2)cc1F	3.5%	0.0	/	/	0	1	20	-2	-7
CCOC(=O)Cc1cc(=O)n2[nH]c(-c3ccccc3)c(-c3ccccc3)c2n1	3.4%	2.9	-24	5	-7	-1	15	-2	/
COc1ccccc1NC(=O)c1ccc(Cl)c(S(=O)(=O)NCc2ccco2)c1	0.0%	0.2	1	28	-1	-1	4	-3	24
Cc1cc(C)nc(N(C#N)CN2C(=O)c3ccccc3S2(=O)=O)n1	3.1%	0.2	0	-7	3	3	8	3	6
O=C(NCCCc1ccccc1)c1ccccc1	1.6%	0.7	-11	22	8	1	3	-5	-41*
Cc1ccc(-c2cc(C(F)F)nc(N3CCC(C)CC3)n2)cc1	2.4%	0.0	0	23	-1	4	-7	-1	17
O=C(CCC1CCCN(C(=O)c2ccc3cc[nH]c3c2)C1)N1CCN(c2ccccn2)CC1 (stereo not drawn)	2.8%	-0.1	-4	0	-4	0	-3	6	-16
COc1cccc(Cn2nnc(C(=O)NCc3ccccc3Cl)c2N)c1	2.2%	-1.0	/	-20	/	13	-6	-6	8
CCN(CC)c1ccc(C(=O)NNC(=O)c2ccc3c(=O)n4c(nc3c2)CCC4)cc1	-0.2%	-0.6	-8	11	0	3	-1	2	0
Cc1ccc(/C=N/N2CCN(c3ccccn3)CC2)o1	1.3%	1.1	-9	-15	-4	0	7	-1	26
COc1ccccc1N1C(=N)S/C(=C\c2ccc(-c3ccccc3C(=O)O)o2)C1=O	0.6%	2.2	-13	0	-3	28	0	-3	22
CCN(CC)S(=O)(=O)c1ccc2c(c1)N(CC(=O)Nc1ccc(NC(C)=O)cc1)C(=O)CO2	1.2%	0.4	-10	-16	1	4	15	-6	8
CCOC(=O)C1CCN(c2nc(C)cc(C)c2C#N)CC1	-0.4%	0.3	11	8	0	1	-2	6	14
COc1ccc(OC)c(S(=O)(=O)NCCc2sc(-c3ccc(C)cc3)nc2C)c1	0.3%	-2.6	/	/	0	3	3	3	-1
OCCN(Cc1ccccc1)Cc1nc(CC2CC2)no1	0.8%	/	-8	/	-2	2	-5	/	2
CCOCC(=O)Nc1cc(C(F)(F)F)ccc1Oc1cccc(Br)c1	3.6%	-0.2	-28	5	1	5	-8	4	3
CCN(CC)S(=O)(=O)c1ccc(N=NC2=C(O)CC(C)(C)CC2=O)cc1	3.1%	0.4	-10	-2	0	1	-2	-5	-3
CC12CCC(C(=Nc3ccc(N=C4C(=O)C5(C)CCC4C5(C)C)cc3)C1=O)C2(C)C	1.9%	-0.8	-3	-7	-4	2	0	9	35
CC(C)(C)C(=O)NCCc1nc2ccccc2n1CCCCOc1ccc(Cl)cc1	-1.0%	1.4	-85*	/	-1	2	-6	5	-27
COc1cccc2cc(C(=O)N3CCN(c4ccc(C)cc4C)CC3)c(=O)oc12	0.4%	/	6	/	0	3	1	6	7
Cc1noc(C)c1CSCC(=O)Nc1ccccc1N1CCCCC1	1.9%	1.0	/	16	-9	3	-5	23	11
Cc1ccc(S(=O)(=O)NC2c3cccc4cccc(c34)C2Sc2nc(C)cc(C)n2)cc1 (stereo not drawn)	5.2%	-1.0	/	-8	1	1	-1	3	5

(next part)
SMILES	RXFP1 ag	D2 agonist	RXFP1 antag	D2 antag	D1 potentiator	D1 ag	TRHR enhancer	D2 PAM	D1 antag
COc1cc(NC(=O)CN2C(=O)c3ccccc3Sc3ccc(C(=O)N4CCCC4)cc32)cc(OC)c1	3.5%	0.5	-3	/	-2	7	-8	-1	-4
COc1ccccc1-n1c(CCC(=O)O)ccc1-c1ccccc1	0.3%	0.4	-9	6	-3	3	1	1	-18
CCOCc1nc(N)[nH]c(=O)c1Cc1ccc(OC(C)C)cc1	1.0%	-1.7	-9	4	-1	-2	-6	15	-5
Oc1ccc(N=Cc2ccc(OCc3ccccc3)cc2)cc1	0.8%	-0.7	-14	10	-4	0	-6	-1	3
COC(=O)C1=C(C)NC(=O)CC1c1cc2c(cc1Br)OCO2 (stereo not drawn)	-0.7%	-0.3	0	-11	-2	-1	3	-2	-3
COc1ccc(CC(=O)NC2CCN(CC(=O)Nc3ccc4c(c3)OCCO4)CC2)cc1OC	0.7%	0.2	12	-1	-2	0	14	/	0
CCCOc1ccc(-c2nc[nH]c2[N+](=O)[O-])cc1	-0.4%	2.2	-1	-1	-4	3	2	1	9
COCCCN1C(=O)C(=O)/C(=C(/O)c2ccc(S(=O)(=O)N3CCCCC3)cc2)C1c1ccc(F)cc1 (stereo not drawn)	-3.1%	1.3	11	-1	-1	2	3	0	2
COCCCNC(=O)CCCn1c(=O)c2cccn2c2ccccc21	11%	-0.9	-10	/	0	-1	2	5	-1
O=C(CSc1nncs1)Nc1cccc2ccccc12	0.0%	-0.1	3	-24	1	1	1	3	0
Cc1nc2c(C(=O)NCCc3ccccc3Cl)c[nH]n2c(=O)c1Cl	1.7%	3.3	/	-16	-3	11	2	13	38
Cc1ccc2c(c1)C=CC(C)(C)S2(=O)=O	-4.1%	-0.1	/	7	-1	2	4	3	-2
COc1ccccc1CNC(=O)Cn1ccsc1=N	-1.8%	1.2	-3	-20	1	2	0	-1	9
Cn1c(SCC(=O)c2ccc(F)cc2)ncc(C(=O)Nc2ccccc2)c1=O	-1.1%	1.4	-7	-8	-3	0	-2	-4	-5
COC(=O)c1cc(Cl)cc2c(C)c(C3(O)CCCCC3)[nH]c12	2.3%	0.6	/	0	1	3	-10	0	-19
Cc1cc(C)cc(N2CC(C)(C)C2=O)c1	-0.5%	0.1	-13	-4	4	-1	1	3	-5
CCOC(=O)C1CCCN(C(=O)c2[nH]c3ccc(OC)cc3c2C)C1 (stereo not drawn)	1.5%	-0.6	-2	-17	-2	3	-6	7	-21
O=C(/C=C/c1cc([N+](=O)[O-])ccc1OC(F)F)Nc1cccc2ccccc12	0.9%	0.9	5	-6	0	1	-4	1	2
Cc1ccccc1CNC(=O)C(=O)Nc1nccs1	0.0%	/	1	/	-3	2	-12	3	3
COCCCN1C(=O)c2oc3ccccc3c(=O)c2C12C(=O)N(C)c1ccccc12 (stereo not drawn)	3.1%	0.3	/	/	-1	2	-3	3	-7
O=C(c1cc2ccccc2[nH]1)N(Cc1cccnc1)CC1CCCN(C2CCCCC2)C1 (stereo not drawn)	6.1%	0.5	-20	39*	-2	3	-4	-12	-13
O=C(Nc1ccccc1F)c1ccc(-c2ccccc2)s1	15%	0.5	-1	/	-2	9	-1	-3	-26
C/C(CC(=O)Nc1cc(C)ccn1)=N\NC(=O)C(=O)NC(C)C	-2.4%	3.0	-4	17	4	1	-2	-7	-6
Cc1nn(-c2ccc(N3CCCC3)nn2)c(C)c1CCC(=O)Nc1ccccc1	-1.3%	0.6	3	/	1	0	7	-5	-4
CCOC(=O)c1c(C)[nH]c(C)c1S(=O)(=O)N(C)CC(=O)N1CCN(c2cccc(C)c2C)CC1	0.2%	0.1	/	/	3	2	7	3	8

Carrying on.
SMILES	RXFP1 ag	D2 agonist	RXFP1 antag	D2 antag	D1 potentiator	D1 ag	TRHR enhancer	D2 PAM	D1 antag
CCNc1ccc(C(=O)OCC(=O)N2c3ccccc3NC(=O)C2(C)C)cc1[N+](=O)[O-]	5.1%	0.3	-24	-4	-3	1	2	-1	-16
Nc1nnc(SCC(=O)OCC(=O)Nc2ccccc2F)s1	2.3%	-0.5	-4	9	-1	6	3	-8	-56*
CS(=O)(=O)N1CCC(C(=O)Nc2ccc(Br)cc2F)CC1	0.9%	0.0	-8	-1	-5	3	-9	-4	-9
COc1cc2ccccc2cc1C(=O)Nc1ccc2oc(-c3ccc(Cl)cc3)nc2c1	?	0.9	-14	/	-3	-1	10	-6	2
CCCN(CC(=O)Nc1ccccc1C)C(=O)CCCNC(=O)c1ccc(Cl)cc1	0.6%	-0.1	-12	1	-1	2	10	-14	-2
C[C@H]1CN=C(N(C)C)N1CC1CCCCC1	-1.1%	0.8	/	-6	0	-1	1	-9	-2
O=C(Nc1ccccc1C(=O)O)c1ccc(Cl)c(S(=O)(=O)N2CCOCC2)c1	2.8%	0.9	-13	13	-5	3	-3	-2	18
CN(Cc1nc(-c2cccnc2)no1)S(=O)(=O)c1ccc2ccccc2c1	3.7%	-0.1	13	-1	-1	3	-6	-10	-18
O=C(Nc1ccc(-c2cn3ccccc3n2)cc1)c1cccs1	1.4%	2.0	12	-3	-7	0	1	4	-13
COc1ccc(/C=N/NC(=O)c2ccc3c(c2)NC(=O)C(C)(C)O3)cc1OC	-0.4%	5.2	-1	-9	-6	0	-3	/	-20
NS(=O)(=O)c1cccc(NC(=O)COc2ccc([N+](=O)[O-])cc2)c1	-1.4%	-1.3	-37	-15	2	-1	33*	-3	-1
CCn1c(=O)c(C(=O)Nc2cc(OC)c(OC)c(OC)c2)nc2ccccc21	17%	0.2	/	/	-2	6	-5	-2	7
CCOC(=O)C1=NNC(C(=O)c2ccc(C)cc2)C1c1ccc(C)cc1 (stereo not drawn)	0.3%	-1.6	-25	9	4	0	8	-2	20

Quoted at random: six compounds from above
SMILES	RXFP1 ag	D2 agonist	RXFP1 antag	D2 antag	D1 potentiator	D1 ag	TRHR enhancer	D2 PAM	D1 antag
CNCCOc1ccccc1OC(C)C	0.2%	/	-5	/	-5	1	-1	-20	-13
CCOC(=O)C1CCCN(C(=O)c2[nH]c3ccc(OC)cc3c2C)C1 (stereo not drawn)	1.5%	-0.6	-2	-17	-2	3	-6	7	-21
CS(=O)(=O)N1CCC(C(=O)Nc2ccc(Br)cc2F)CC1	0.9%	0.0	-8	-1	-5	3	-9	-4	-9
O=C(Nc1ccccc1F)c1ccc(-c2ccccc2)s1	15%	0.5	-1	/	-2	9	-1	-3	-26
CCOCc1nc(N)[nH]c(=O)c1Cc1ccc(OC(C)C)cc1	1.0%	-1.7	-9	4	-1	-2	-6	15	-5
Cc1ccc2c(c1)C=CC(C)(C)S2(=O)=O	-4.1%	-0.1	/	7	-1	2	4	3	-2

Some of the compounds tested, so the mix of outcomes need not match the whole.
